# From PubChem BioAssay
# influenza NS1A – NS1A inhibition, H1N1 influenza, cell based functional assay (AID 504329). NS1A functional cell-based assay, percent inhibition; higher % means a stronger effect. inhibition, % at 12.5 µM, or IC50 in µM where a hit was titrated. 0.3% of 340,000 active; in the data active = a potency from the dose series; inconclusive = inhibition above about 27% without an active follow-up result; also: strong numbers were not always called active
# M. tuberculosis – growth inhibition of non-replicating M. tuberculosis (AID 488890) | Mycobacterium tuberculosis non-replicating, growth inhibition; higher % means a stronger effect | 0.39% of 320,000 active | inhibition, % at 25 µM, or IC50 in µM where a hit was titrated; in the data active = a potency from the dose series; inconclusive = inhibition mostly from about 82% at the one dose, without a potency; inactive = the rest, 99 in 100 with inhibition below about 76%;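 also: plate controls were DMSO cells for no effect and high antibiotic wells for full effect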
# H37Rv inhibition – M. tuberculosis growth inhibition, HTS (AID 449762); M. tuberculosis H37Rv growth inhibition, 7H9 media; higher % means a stronger effect; inhibition, % at 25 µM; hits with a dose series show IC50 in µM; 0.59% of 330,000 active; in the data active = a potency from the dose series; inconclusive = inhibition above about 70% without an active follow-up result;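 also: bacterial growth assessed after seven days of incubation; strong numbers were not always called active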
# PhoP GFP inhibition – PhoP regulon inhibitors, Salmonella typhi PhoP promoter GFP reporter, confirmatory (AID 1850) | Salmonella Typhi PhoP-promoter GFP reporter, fluorescence, 4 h; higher % means a stronger effect | inhibition, % at 50 µM, or IC50 in µM where a hit was titrated | 0.33% of 310,000 active; in the data active = a potency from the dose series; inconclusive = inhibition mostly from about 25% at the one dose, without a potency; inactive = the rest, 99 in 100 with inhibition below about 19%;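 also: 0% = induced wells with vehicle and 100% = uninduced wells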
# VEEV TC-83 Vero – inhibitors of VEEV TC-83 cytopathic effect, confirmation, Vero cells (AID 588727); Vero cells, VEEV TC-83 cytopathic effect inhibition; higher % means a stronger effect; inhibition, % at 20 µM, or IC50 in µM where a hit was titrated; 0.13% of 350,000 active; in the data active = a potency from the dose series; inconclusive = inhibition mostly from about 14% at the one dose, without a potency; inactive = the rest, 99 in 100 with inhibition below about 12%; also: strong numbers were not always called active
# VEEV TC-83 Vero 10K pilot screen – recorded beside VEEV TC-83 Vero, whose call it bears; inhibition, %; measured here: 10K pilot screen inhibition
# The depositor's hits bear a star; i = inactive; ? = inconclusive; . = no result given. No enrichment for hits; about 1.5% have a hit in one of these screens.
SMILES,influenza NS1A,M. tuberculosis,H37Rv inhibition,PhoP GFP inhibition,VEEV TC-83 Vero,others
COc1cc(NC(=O)c2cc([N+](=O)[O-])ccc2Br)ccc1NC(=O)c1ccco1,-3%,42%,68%,-6%,13%,
CC1(C)C=Cc2c(ccc3c2OC[C@@H](c2ccc(O)cc2O)C3)O1,-20%,13%,5%,-11%,8.7%,
CCc1ccc(NC(=O)Cn2nnc(C(=O)NCCc3ccc(OC)c(OC)c3)c2N)cc1,3%,13%,10%,-5%,2.2%,
CN(CC(=O)Nc1c(F)cccc1F)Cc1cccs1,-6%,10%,-6%,-4%,i,
CN1CCN(C(=O)C2CC(=O)N(c3ccc(F)c(Cl)c3)C2)CC1 (stereo unspecified),1%,.,-7%,6%,0.9%,
CC(=O)c1ccc(NC(=O)c2ccc(C)c(Br)c2)cc1,-1%,15%,7%,-5%,3.2%,
CC(=O)c1c(C)[nH]c(C(=O)COC(=O)c2ccc3c(=O)n4c(nc3c2)CCC4)c1C,2%,-19%,-2%,-1%,8.5%,
CCc1ccc(C(=O)NNC(=O)[C@H](C)NC(=O)c2ccco2)cc1,-3%,0%,-8%,.,i,
Cc1ccc(NS(=O)(=O)c2cccc3nsnc23)cc1,-11%,-1%,-5%,10%,1.1%,
COc1ccc(S(=O)(=O)N2CCN(CC(=O)c3ccc(O)c(O)c3)CC2)cc1,2%,20%,5%,9%,1.4%,
CCOc1ccccc1-c1nc(CN(Cc2cnn(C)c2)C(C)C)c(C)o1,2%,15%,1%,-1%,0.2%,
COc1ccccc1C(=O)Nc1ccc2c(c1)nc1n2CCSC1,-13%,7%,-20%,-14%,3.4%,
COCCCNc1nc2nonc2nc1NCCSC,-15%,6%,-3%,10%,2.0%,
Cc1ccc(NC(=O)NC2CCCCC2)c(C)c1,-8%,-15%,-3%,-3%,0.5%,
Cc1cc(C)c(C(=O)COC(=O)c2nn(C)c(=O)c3ccccc23)cc1C,-7%,-2%,-5%,.,0.6%,
COc1ccccc1NC(=O)CC1C(=O)Nc2ccccc2N1C(=O)c1ccccc1 (stereo unspecified),-10%,-8%,-5%,-1%,0.7%,
O=C(CNc1cc(S(=O)(=O)N2CCOCC2)ccc1NCC1CCCO1)Nc1ccc(F)c(F)c1 (stereo unspecified),-10%,26%,2%,7%,5.6%,
CCc1ccc(NC(=O)c2cc(S(=O)(=O)N3CCc4ccccc43)cn2C)cc1,4%,-26%,-7%,-8%,0.7%,
O=[N+]([O-])c1ccc(N2CCN(Cc3ccccc3)CC2)nc1,18%,-5%,-3%,2%,0.4%,VEEV TC-83 Vero 10K pilot screen=0.1
COc1ccc(NC(=O)c2c(C)nn(Cc3ccccc3Cl)c2Cl)cc1Cl,-1%,-9%,17%,-13%,4.4%,
Cc1cc(-c2cccs2)c2c(n1)sc1c(=O)[nH]c(=O)[nH]c12,8%,1%,-3%,-6%,0.1%,
c1ccc(P(c2ccccn2)c2ccccn2)cc1,-4%,-3%,1%,9%,0.4%,
COc1ccccc1OCCC(=O)OCC(=O)Nc1cc(S(=O)(=O)N2CCOCC2)ccc1Cl,7%,-4%,5%,8%,11%,
Cn1c(=O)[nH]c2c(c1=O)CCO2,1%,.,.,.,i,
CCSc1nnc(NC(=O)C(Cc2ccccc2)n2cccc2)s1 (stereo unspecified),2%,.,-8%,7%,2.2%,

# Seven compounds picked at random from those above, as already listed:
SMILES,influenza NS1A,M. tuberculosis,H37Rv inhibition,PhoP GFP inhibition,VEEV TC-83 Vero,others
CCSc1nnc(NC(=O)C(Cc2ccccc2)n2cccc2)s1 (stereo unspecified),2%,.,-8%,7%,2.2%,
COc1cc(NC(=O)c2cc([N+](=O)[O-])ccc2Br)ccc1NC(=O)c1ccco1,-3%,42%,68%,-6%,13%,
CN(CC(=O)Nc1c(F)cccc1F)Cc1cccs1,-6%,10%,-6%,-4%,i,
COc1ccccc1C(=O)Nc1ccc2c(c1)nc1n2CCSC1,-13%,7%,-20%,-14%,3.4%,
CCc1ccc(C(=O)NNC(=O)[C@H](C)NC(=O)c2ccco2)cc1,-3%,0%,-8%,.,i,
Cc1ccc(NC(=O)NC2CCCCC2)c(C)c1,-8%,-15%,-3%,-3%,0.5%,
CC1(C)C=Cc2c(ccc3c2OC[C@@H](c2ccc(O)cc2O)C3)O1,-20%,13%,5%,-11%,8.7%,

# Returning to the listing with the three entries that preceded the break.
SMILES,influenza NS1A,M. tuberculosis,H37Rv inhibition,PhoP GFP inhibition,VEEV TC-83 Vero,others
COc1ccccc1OCCC(=O)OCC(=O)Nc1cc(S(=O)(=O)N2CCOCC2)ccc1Cl,7%,-4%,5%,8%,11%,
Cn1c(=O)[nH]c2c(c1=O)CCO2,1%,.,.,.,i,
CCSc1nnc(NC(=O)C(Cc2ccccc2)n2cccc2)s1 (stereo unspecified),2%,.,-8%,7%,2.2%,
COC(=O)C(C)Oc1ccc2cc(-c3ccccc3)c(=O)oc2c1 (stereo unspecified),-3%,5µM*,?,-2%,1.6%,
Clc1ncccc1OCc1ccccc1,-8%,-8%,5%,3%,0.8%,
COC(=O)c1cc(-c2cccc([N+](=O)[O-])c2)c2c(=O)[nH]c(=O)n(C)c2n1,9%,-5%,-2%,-13%,6.2%,
O=C(C1=C[C@H](c2csc3ccccc23)C[C@H](OCc2ccc(CO)cc2)O1)N1CCOCC1,1%,43%,7%,-11%,1.8%,
CCn1c(SCC(=O)c2cccs2)nnc1-c1cccs1,-4%,32%,-20%,-13%,i,
CC1CCc2nn(CC(=O)NCCCN3CCCC3=O)cc2C1 (stereo unspecified),2%,1%,0%,-9%,0.6%,
Cc1ccc(S(=O)(=O)N(Cc2n[nH]c(=S)n2-c2ccccc2)c2ccccc2)cc1,9%,-19%,-14%,23%,1.7%,
CCc1nc2cccnc2n1-c1ccc(C(=O)O)cc1,-4%,-8%,8%,0%,0.7%,
Cc1nc(SCC(=O)Nc2cccc(C(=O)O)c2)n[nH]1,-12%,-7%,-2%,4%,6.6%,
COc1ccc2c(c1)CC(C(=O)Nc1ccc(Cl)cc1)/C(=N/O)O2 (stereo unspecified),-10%,-4%,-2%,11%,0.7%,
CCOc1ccccc1N1CCN(CC(=O)Nc2nc(C)c(C(=O)N(C)C)s2)CC1,18%,-4%,-3%,-4%,3.5%,
O=C(Nc1nnc(SCc2ccc(F)cc2)s1)c1cccnc1Cl,-5%,79%,3%,1%,1.5%,
Cc1cc(C)n2cc(CSc3nnnn3-c3ccccc3)nc2n1,5%,-2%,0%,2%,i,VEEV TC-83 Vero 10K pilot screen=0.0
CCOCCCn1c(=N)c(C(=O)NCCN2CCOCC2)cc2c(=O)n3cccc(C)c3nc21,7%,-29%,1%,11%,1.2%,VEEV TC-83 Vero 10K pilot screen=1.3
Cc1ccc(Cl)cc1NC(=O)CCCN1C(=O)c2cccnc2C1=O,-8%,-11%,-10%,-4%,1.3%,
Cc1cccn2c(=O)c(/C=C(\C#N)C(=O)NCc3ccccc3)c(N3CCC(C(N)=O)CC3)nc12,-13%,-7%,-1%,3%,2.5%,
O=C(CN1C(=O)C2C3C=CC(C3)C2C1=O)NCc1ccco1 (stereo unspecified),-16%,7%,3%,-19%,2.1%,
COc1ccc2[nH]c3c(c2c1)CCN1C(=O)C(CC(=O)NCCN2CCOCC2)C[C@H](C(=O)N2CCCCC2)[C@@]31CCc1ccccc1 (stereo partly specified),-18%,.,.,.,0.6%,
COc1ccccc1C1C(C(=O)c2cc3ccccc3o2)=C(O)C(=O)N1CCN1CCOCC1 (stereo unspecified),2%,51%,9%,-3%,2.3%,
O=C1c2ccccc2NC(c2ccc(-c3cccc([N+](=O)[O-])c3)o2)N1O (stereo unspecified),0%,-17%,-4%,-4%,i,
CC1(C)OC2OC(C3COC(=O)O3)C(OC(=O)c3ccccc3)C2O1 (stereo unspecified),5%,.,.,.,0.9%,
CCCCCCCCCCCCCCCC[N+](C)(C)CCl,5%,.,.,.,i,
CC1C(C)N(C(=O)CCl)c2ccccc2N1C(=O)CCl (stereo unspecified),3%,.,.,.,?,
COc1ccc(CNC(=O)Nc2ccc(C)cc2)cc1,-6%,1%,7%,-9%,0.7%,
Cc1ccc2[nH]c3c(N4CCc5ccccc5C4)ncnc3c2c1,14%,?,?,2%,7.5%,

# By substructure, the compounds so far with fluorine
SMILES,influenza NS1A,M. tuberculosis,H37Rv inhibition,PhoP GFP inhibition,VEEV TC-83 Vero,others
CN(CC(=O)Nc1c(F)cccc1F)Cc1cccs1,-6%,10%,-6%,-4%,i,
CN1CCN(C(=O)C2CC(=O)N(c3ccc(F)c(Cl)c3)C2)CC1 (stereo unspecified),1%,.,-7%,6%,0.9%,
O=C(CNc1cc(S(=O)(=O)N2CCOCC2)ccc1NCC1CCCO1)Nc1ccc(F)c(F)c1 (stereo unspecified),-10%,26%,2%,7%,5.6%,
O=C(Nc1nnc(SCc2ccc(F)cc2)s1)c1cccnc1Cl,-5%,79%,3%,1%,1.5%,

# More compounds follow.
SMILES,influenza NS1A,M. tuberculosis,H37Rv inhibition,PhoP GFP inhibition,VEEV TC-83 Vero,others
O=C(COC(=O)c1cnccn1)NC1CCCc2ccccc21 (stereo unspecified),-7%,-3%,6%,.,0.3%,
Clc1ccc(/C=N/N2CCN(Cc3ccccc3)CC2)cc1,6%,25%,6%,8%,2.0%,
COc1cccc(NC(=S)NC(C)c2ccc(OC)c(OC)c2)c1 (stereo unspecified),-14%,22%,1%,6%,2.2%,
S=C(NCC1CCCO1)Nc1ccc(Cl)cc1 (stereo unspecified),0%,80%,-3%,-2%,0.2%,
COc1ccc(CN(C)CC(=O)Nc2ccccc2-c2ccccc2)c(OC)c1,1%,25%,-5%,7%,0.8%,
Cc1ccc(CN(C)C(=O)c2cccc(S(=O)(=O)N3CCCC3)c2)cc1,-5%,15%,-7%,.,i,
N#CCC1c2ccccc2CCN1C(=O)Nc1ccc(Cl)cc1 (stereo unspecified),1%,29%,0%,-3%,i,
Cc1ccccc1NS(=O)(=O)c1ccc2c(c1)NC(=O)CCS2,1%,4%,4%,-1%,7.1%,
CCOC(=O)N1CCN(C(=O)/C(=C/c2ccc(OC)c(OC)c2)NC(=O)c2ccccc2)CC1,-22%,-13%,-2%,13%,0.4%,
COc1ccccc1-c1noc(CSc2nc(C)cc(=O)[nH]2)n1,-6%,-20%,-5%,-3%,1.1%,
Cc1cc(OCCCC(=O)NCCc2ccccn2)ccc1Cl,-3%,44%,-3%,8%,0.8%,
CC1=CCC2C(=O)N(c3ccc(N4CCOCC4)cc3)C(=O)C2C1 (stereo unspecified),3%,-14%,3%,-2%,0.6%,
COc1ccc(C2(c3ccc(OC)cc3)NC(=O)N(CC(=O)Nc3ccc(OC(F)F)cc3)C2=O)cc1,33%,22%,30µM*,-1%,4.0%,
CCc1nc(-c2ccccc2O)n(-c2ccccc2)n1,-12%,19%,16%,-14%,2.8%,
CC(C)C(=O)Nc1cccc(NC(=O)c2ccc([N+](=O)[O-])cc2Cl)c1,4%,13%,2%,-5%,i,
O=C1CSc2ccc(S(=O)(=O)NCc3ccccc3Cl)cc2N1,-1%,27%,11%,2%,i,
O=C(Nc1ccc(Cl)c(C(F)(F)F)c1)NC1CC2CCCC(C1)N2C1CC1 (stereo unspecified),-2%,74%,?,10%,4.0%,
O=C(CN1CCN(c2ccccc2)CC1)N1CCc2[nH]c3ccccc3c2C1,11%,45%,-2%,-2%,0.4%,VEEV TC-83 Vero 10K pilot screen=3.6
COc1ccc(-c2cc3c(=O)n(CC(=O)Nc4ccc(Cl)cc4)ncn3n2)cc1,0%,3%,3%,4%,1.3%,
Cc1cc(C)cc(OCC(=O)N/N=C/c2ccc([N+](=O)[O-])o2)c1,-7%,1.4µM*,?,-7%,1.9%,
N#CCCn1c(=S)[nH]c2ccccc21,16%,1%,11%,-1%,1.6%,
C=C(C)c1cccc(C(C)(C)NC(=O)NC2CC(C)(C)NC(C)(C)C2)c1,4%,9%,-4%,7%,0.9%,VEEV TC-83 Vero 10K pilot screen=0.3
CCOC(=O)/C(C#N)=C/c1cc2ccccc2nc1N1CCCCC1,6%,56%,14%,-4%,1.0%,
CC1Cc2c([nH]c3ccccc23)C2c3ccccc3CN12 (stereo unspecified),-1%,24%,-4%,-11%,1.1%,
